ARNT-TACC3 inh = ARNT/TACC3 interaction disruption; AlphaScreen His-ARNT PAS-B/GST-TACC3 binding, luminescence; TACC3 fragment carries E629A point mutation; inhibition, % at 9.99 µM; 390,000 compounds, 0.66% hits; AID 623870;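 active = mean inhibition of replicates at least 50% and at least half of replicates each reaching 50%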;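 also: 0% = complete ARNT plus TACC3 wells and 100% = ARNT alone without TACC3; many hits fall short of the cut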
Statin myotox sup = protects C2C12 myotubes from simvastatin toxicity; ATP luminescence, 48 h; scaled: DMSO 0, geranylgeraniol control 100; rescue of ATP level, % at 7.49 µM; 330,000 compounds, 0.78% hits; AID 602340;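 active = mean ATP rescue above about 67%, or every replicate alone reaching that limit, limit read from the data, passing the limit was not always enough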;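 also: myotubes were challenged with 10 µM simvastatin during compound exposure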
PAX8 reporter = inhibitors of PAX8 transcriptional activity in RMG-I cells; 360,000 compounds, 1.2% hits; inhibition, % at 12.6 µM; RMG-I TPO-luciferase reporter, SteadyGlo, 24 h;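 active = mean replicate inhibition at least 60% with every replicate also reaching 60%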;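 also: luciferase light reporting Pax8 driven TPO promoter activity; plate controls were median of neutral control wells for no effect and mitoxantrone controls for full effect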
PGC1a acetyl inh = modulators of PGC1a acetylation. 350,000 compounds, 0.17% hits. inhibition, % at 15.6 µM. U2OS PGC1a acetylation, AlphaScreen anti-acetyl-lysine; with virally co-expressed GCN5 acetyltransferase;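 active = every replicate shows inhibition of at least 40%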;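 also: 0% = neutral control wells and 100% = positive control wells; some results beyond the cut were filed as inactive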
GSIS activator = GLuc luminescence reporter in INS-1E cells, primary screen for activators of glucose-dependent secretion of insulin; INS-1E GLuc reporter insulin secretion, 2-3 h; activation, % at 16.6 µM; 370,000 compounds, 0.61% hits; AID 743287;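 active = lowest replicate activation of at least 40%, so every replicate reaches that level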;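 also: 0% = median of neutral control wells and 100% = median of IBMX positive control wells; some compounds called inactive have numbers as strong as hits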
Cneo AK release = causes C. neoformans cell lysis | 360,000 compounds, 0.2% hits | lysis activity, % at 15 µM | adenylate kinase release luminescence, 4 h; normalised: neutral wells 0, clomiphene wells 100 | AID 651654;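 active = mean lysis activity across replicates of at least 80%, whatever share of replicates individually reach that level; inactive = mean lysis activity below 80%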
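Test system: log-phase Cryptococcus neoformans yeast cells; Quantity: yeast cell density of 5 × 10^6 cells/mL; Buffer or medium: YPD; Doses: single compound concentration per well; Timing: 4 h at 37 °C static, read 1 h later; Measured by: AK luminescence; Read-out basis: lysis from increased AK signal; Control set: Clomiphene as positive control.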
LGR2 inh = Drosophila LGR2 receptor signaling inhibition. HEK293 LGR2, CRE-luciferase, bursicon-stimulated, 4 h. inhibition, % at 9.99 µM. 380,000 compounds, 0.35% hits. AID 720647;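 active = drop in luminescence signal, shown as inhibition above about 50% in the replicate tests, limit read from the data, passing the limit was not always enough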;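 also: agonist challenge used bursicon conditioned medium at about half maximal strength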
PglD inh = blocks C. jejuni PglD acetyltransferase activity; purified PglD enzyme, DTNB colorimetric CoA detection; inhibition, % at 12.5 µM; 360,000 compounds, 0.098% hits; in the data active = inhibition above about 16%, passing the limit was not always enough; also: strong numbers were not always called active
Starred values were filed as active, the others as inactive.

Start of the data: the first 2 entries, to show the layout:
`C[C@H](CO)N1C[C@H](C)[C@@H](CN(C)S(=O)(=O)c2cn(C)cn2)Oc2ccc(NC(=O)CCC(F)(F)F)cc2C1=O` gave ARNT-TACC3 inh 1, Statin myotox sup -6, PGC1a acetyl inh -6, GSIS activator 29, Cneo AK release -2 and PglD inh 5.
Cc1cnc(NC(=O)CSc2ccc(Cl)cc2)s1 was read as ARNT-TACC3 inh -14, Statin myotox sup -24, PAX8 reporter -20, PGC1a acetyl inh -6, Cneo AK release 5 and PglD inh 2.

This part in full, from the start:
`C[C@H](CO)N1C[C@H](C)[C@@H](CN(C)S(=O)(=O)c2cn(C)cn2)Oc2ccc(NC(=O)CCC(F)(F)F)cc2C1=O` gave ARNT-TACC3 inh 1, Statin myotox sup -6, PGC1a acetyl inh -6, GSIS activator 29, Cneo AK release -2 and PglD inh 5.
Cc1cnc(NC(=O)CSc2ccc(Cl)cc2)s1 was read as ARNT-TACC3 inh -14, Statin myotox sup -24, PAX8 reporter -20, PGC1a acetyl inh -6, Cneo AK release 5 and PglD inh 2.
Cc1ccc(CSc2nnc(-c3cnccn3)n2C)cc1 was read as ARNT-TACC3 inh 6, PAX8 reporter 0, GSIS activator 8 and LGR2 inh 2.
O=C(NCc1ccccn1)C1CN(S(=O)(=O)c2ccccc2)CCN1S(=O)(=O)c1ccccc1 (stereo not given) was read as ARNT-TACC3 inh 42, PAX8 reporter -5, PGC1a acetyl inh 9, GSIS activator 5 and LGR2 inh 12.
Screening N#C[C@@H]1[C@@H](c2ccccc2C2=CCCCC2)[C@H](CO)N1C(=O)CN1CCOCC1 returned PAX8 reporter 19, PGC1a acetyl inh -11, GSIS activator 2 and LGR2 inh 1.
For Cc1ccc(S(=O)(=O)N(C)C[C@H]2Oc3ccc(NC(=O)Nc4ccc(C(F)(F)F)cc4)cc3C(=O)N([C@H](C)CO)C[C@H]2C)cc1 the results were ARNT-TACC3 inh 5, Statin myotox sup -88, PGC1a acetyl inh 5, GSIS activator -5, Cneo AK release -1, LGR2 inh -11 and PglD inh -1.
`Cc1cc(C(=O)Nc2ccc(Cl)cc2)c(C)n1-c1ccccc1` gave PAX8 reporter 26, PGC1a acetyl inh 3, GSIS activator 7, Cneo AK release -19, LGR2 inh 82* and PglD inh 2.
COc1ccc(S(=O)(=O)Nc2ccc3c(c2)C(=O)N([C@H](C)CO)C[C@H](C)[C@H](CN(C)Cc2ccc(C(F)(F)F)cc2)OCCCC[C@H](C)O3)cc1 was read as ARNT-TACC3 inh 0, PAX8 reporter 108*, PGC1a acetyl inh 2, GSIS activator -20, Cneo AK release 24, LGR2 inh 9 and PglD inh -5.
For COc1cc(OC)cc(-c2nnc(SCc3c(F)cccc3Cl)o2)c1 the results were ARNT-TACC3 inh 3, Statin myotox sup -6, PGC1a acetyl inh 4, GSIS activator -5, Cneo AK release -1, LGR2 inh -29 and PglD inh 5.
`CCc1ccc(C)c(OC(=O)c2cncc(Br)c2)c1` gave ARNT-TACC3 inh -4, Statin myotox sup 5, PAX8 reporter 5, GSIS activator 4, Cneo AK release 0, LGR2 inh 17 and PglD inh 7.
`Cc1nc(NS(=O)(=O)c2ccccc2)sc1NC(=O)OC(C)C` gave ARNT-TACC3 inh -2, Statin myotox sup 1, PGC1a acetyl inh -1, Cneo AK release -1 and PglD inh 0.
`Cc1ccc(C(=O)N2CCN(c3ccc(NC(=O)Cc4ccccc4)cc3)CC2)cc1` gave ARNT-TACC3 inh 8, Statin myotox sup -3, PAX8 reporter 10, PGC1a acetyl inh -8, GSIS activator 0, Cneo AK release 1, LGR2 inh 6 and PglD inh 0.
`COc1ccc(OC)c(C(=O)c2ccccc2)c1` gave ARNT-TACC3 inh -2, Statin myotox sup -20, PGC1a acetyl inh 4, GSIS activator 22, Cneo AK release 0, LGR2 inh -1 and PglD inh -1.
CCCC#Cc1cnc2c(c1)C(=O)N([C@H](C)CO)C[C@H](C)[C@H](CN(C)C(=O)C1CCCCC1)O2 was read as Statin myotox sup 33, PGC1a acetyl inh -16, GSIS activator 1 and LGR2 inh -5.
For COc1ccc(S(=O)(=O)Nc2ccc3c(c2)CC(=O)N([C@@H](C)CO)C[C@H](C)[C@@H](CN(C)S(=O)(=O)c2ccccc2)O3)cc1 the results were ARNT-TACC3 inh 0, Statin myotox sup 14, PAX8 reporter -2, PGC1a acetyl inh -12, GSIS activator 1, Cneo AK release 2, LGR2 inh 16 and PglD inh -1.
CC(C)c1cn(CC[C@H]2CC[C@H](NC(=O)C3CCCC3)[C@H](CO)O2)nn1 was read as ARNT-TACC3 inh -1, Statin myotox sup 10, PAX8 reporter 6, PGC1a acetyl inh -4, GSIS activator 10, Cneo AK release 2, LGR2 inh 14 and PglD inh 4.
C[C@@H]1CN([C@@H](C)CO)C(=O)Cc2cc(NC(=O)C3CC3)ccc2O[C@H]1CN(C)Cc1ccccc1 was read as ARNT-TACC3 inh 14, Statin myotox sup -24, PAX8 reporter 3, GSIS activator 12, Cneo AK release -5, LGR2 inh -21 and PglD inh -1.
For O=C(C[C@H]1CC[C@H]2[C@@H](COC[C@@H](O)CN2C(=O)Nc2ccc(F)cc2)O1)NCCc1ccccc1 the results were ARNT-TACC3 inh 6, Statin myotox sup -5, PAX8 reporter -8, PGC1a acetyl inh -1, GSIS activator -11, Cneo AK release -1, LGR2 inh -5 and PglD inh -3.
Screening Cc1ccc(-n2ncc(C(=O)NC3CC3)c2C2CCN(C(=O)OC(C)(C)C)CC2)cc1 returned ARNT-TACC3 inh 3, Statin myotox sup 8, PAX8 reporter 5, PGC1a acetyl inh -14, GSIS activator -6, Cneo AK release 10, LGR2 inh 4 and PglD inh 5.
Screening COc1ccccc1NC(=O)N[C@H]1CC[C@H](CCNC(=O)c2ccc3c(c2)OCO3)O[C@H]1CO returned ARNT-TACC3 inh -7, Statin myotox sup -12, PAX8 reporter 7, PGC1a acetyl inh -4, GSIS activator 0, Cneo AK release 14, LGR2 inh 13 and PglD inh 25.
`CC(C)CC(=O)Nc1ccc2c(c1)nc(CCN1CCCCC1)n2C` gave ARNT-TACC3 inh -1, PAX8 reporter 7, GSIS activator -1 and LGR2 inh 26.
Screening Cc1ccc(S(=O)(=O)N2CCCCC2)cc1C(=O)OC1CCCCC1=O (stereo not given) returned ARNT-TACC3 inh -15, Statin myotox sup 6, PAX8 reporter 6, GSIS activator -3, Cneo AK release -1, LGR2 inh -1 and PglD inh 7.
CCSCc1nnc(SCC(=O)c2ccc(OC)cc2)n1C was read as ARNT-TACC3 inh -2, PGC1a acetyl inh 4, Cneo AK release 0 and PglD inh -2.
For O=C(NC(=S)Nc1cc(C(F)(F)F)ccc1Cl)c1ccccc1 the results were ARNT-TACC3 inh 3, Statin myotox sup -16, PGC1a acetyl inh -17, Cneo AK release 1 and PglD inh -8.
`CCNC(=O)Nc1ccc2c(c1)C(=O)N(C)[C@@H]1CC[C@@H](CC(=O)NC3CCCCC3)O[C@H]1CO2` gave ARNT-TACC3 inh -1, Statin myotox sup 23, PAX8 reporter -18, PGC1a acetyl inh 2, GSIS activator 6, Cneo AK release 0, LGR2 inh -3 and PglD inh 7.
`CCNc1ccc(C(=O)OCC(=O)NCc2ccccc2Cl)cc1[N+](=O)[O-]` gave ARNT-TACC3 inh 3, PAX8 reporter 1, GSIS activator 59* and LGR2 inh -8.
`CN1CCN(C(=O)/C(=C/c2cn(C)c3ccccc23)NC(=O)c2ccccc2)CC1` gave ARNT-TACC3 inh 5, Statin myotox sup 20, PAX8 reporter 11, PGC1a acetyl inh 10, GSIS activator 5, Cneo AK release 4, LGR2 inh 0 and PglD inh -4.
CO[C@@H]1CN(C)C(=O)c2ccc(NC(=O)c3ccccc3F)cc2OC[C@H](C)N(C)C[C@H]1C was read as ARNT-TACC3 inh -1, Statin myotox sup -19, PAX8 reporter -22, PGC1a acetyl inh -4, GSIS activator 1, Cneo AK release 0, LGR2 inh 2 and PglD inh 0.
`Cc1oc2c(CN(C)C)c(O)ccc2c(=O)c1-c1ccc2ccccc2n1` gave ARNT-TACC3 inh -8, Statin myotox sup -4, PGC1a acetyl inh -2, GSIS activator -16, Cneo AK release 3, LGR2 inh -6 and PglD inh 1.
Screening COc1ccc(N2C(=O)CSC2c2ccncc2)cc1 (stereo not given) returned ARNT-TACC3 inh -2, Statin myotox sup 10, PAX8 reporter 9, PGC1a acetyl inh 4, GSIS activator 7, Cneo AK release 6 and PglD inh 1.
`Cc1ccc(CNC(=O)C2CCCN(S(=O)(=O)N3CC(C)CC(C)C3)C2)cc1` (stereo not given) gave ARNT-TACC3 inh 1, Statin myotox sup 11, PAX8 reporter 5, PGC1a acetyl inh 6, GSIS activator -4, Cneo AK release -1, LGR2 inh -15 and PglD inh -5.
`O=c1cc(N2CCc3ccccc32)[nH]c(=O)n1-c1ccc(Br)cc1` gave Statin myotox sup -7, PAX8 reporter 14, PGC1a acetyl inh 3, GSIS activator -17, Cneo AK release 3, LGR2 inh 7 and PglD inh -3.
Screening CN(CCNC(=O)c1cccc(N2CCCC2=O)c1)Cc1ccccc1 returned ARNT-TACC3 inh -2, Statin myotox sup -7, PAX8 reporter 22, PGC1a acetyl inh 0, Cneo AK release 0 and PglD inh 2.
For COc1cc(NS(=O)(=O)c2ccc(NC(=S)NC(=O)C3CCCC3)cc2)nc(OC)n1 the results were ARNT-TACC3 inh 1, Statin myotox sup 0, PGC1a acetyl inh 0, GSIS activator 15, Cneo AK release 1, LGR2 inh 3 and PglD inh 0.
COCCNC(=O)CSc1ccccc1C(=O)O was read as ARNT-TACC3 inh -3, PAX8 reporter 15, PGC1a acetyl inh 3, GSIS activator 4 and LGR2 inh 4.
Screening CC(O)CC(=O)NOCc1ccccc1 (stereo not given) returned ARNT-TACC3 inh -3, Statin myotox sup 2, PAX8 reporter -5, PGC1a acetyl inh 4, GSIS activator 16, Cneo AK release 1, LGR2 inh 5 and PglD inh 1.
Screening CC1(C)Cc2ccccc2C(CSc2ccccc2C(=O)O)=N1 returned Statin myotox sup 7, PAX8 reporter -48, PGC1a acetyl inh -21, GSIS activator 16, Cneo AK release -1, LGR2 inh -5 and PglD inh 4.
Screening O=C(COC(=O)c1ccccc1O)NCC1COc2ccccc2O1 (stereo not given) returned ARNT-TACC3 inh 0, Statin myotox sup 1, PAX8 reporter -19, PGC1a acetyl inh -1, GSIS activator -15, Cneo AK release 1, LGR2 inh 12 and PglD inh 0.
`O=C(CSc1nnc(-c2cccs2)o1)c1cccs1` gave ARNT-TACC3 inh 3, Statin myotox sup 2, PGC1a acetyl inh -7, GSIS activator 7, Cneo AK release -3, LGR2 inh -45 and PglD inh 1.
Screening CC(C)N(C[C@@H]1[C@@H](c2ccccc2)[C@@H](CO)N1S(C)(=O)=O)C(=O)CN(C)C returned ARNT-TACC3 inh -1, Statin myotox sup 2, PAX8 reporter 0, PGC1a acetyl inh 8, GSIS activator -3, Cneo AK release 9, LGR2 inh 23 and PglD inh -2.
Screening CCOc1ccc(/C=N/NC(=O)c2nnn(-c3nonc3N)c2-c2ccc(OCC)cc2)cc1 returned ARNT-TACC3 inh -9, Statin myotox sup -2, PAX8 reporter 18, PGC1a acetyl inh -1, GSIS activator -4, Cneo AK release 0, LGR2 inh -1 and PglD inh -5.
`CN(C)Cc1cn(CC[C@@H]2CC[C@H](NC(=O)Cc3cccnc3)[C@H](CO)O2)nn1` gave ARNT-TACC3 inh 5, Statin myotox sup 21, PAX8 reporter 3, PGC1a acetyl inh 3, GSIS activator 7, Cneo AK release 5, LGR2 inh 11 and PglD inh -19.
`CCOC(=O)c1cc(NC(=O)CC(C)(C)CC(=O)O)ccc1N1CCCCC1` gave ARNT-TACC3 inh -8, PAX8 reporter 16, PGC1a acetyl inh 0, GSIS activator 0, Cneo AK release -5, LGR2 inh -2 and PglD inh 5.
